PfHsp90 set2: inhibits growth of yeast expressing Plasmodium falciparum Hsp90; AID 504621; inhibition, % at 9.4 µM; S. cerevisiae expressing PfHsp90, BacTiter-Glo ATP, 48 h; yeast lacking PDR1 and PDR3 efflux regulators; actives 0.32% (n = 310,000);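 active = every replicate shows inhibition above about 80%, whatever the replicate mean, limit read from the data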;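 also: 0% = DMSO neutral controls and 100% = 20 µM radicicol positive controls; yeast relying on Plasmodium falciparum Hsp90 in place of its own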
MOR-DOR inv ag: mu-delta opioid heterodimer inverse agonism; cell-based MOR-DOR heterodimer luminescence; actives 0.21% (n = 340,000); inhibition, % at 9.3 µM; P35372+P41143; in the data active = inhibition above about 22%, passing the limit was not always enough;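 also: 0% = cells with DMSO and 100% = wells without cells with DMSO; values of inactives mirror those of a sister screen read the other way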
Target sequence (P35372 whole entry, looked up): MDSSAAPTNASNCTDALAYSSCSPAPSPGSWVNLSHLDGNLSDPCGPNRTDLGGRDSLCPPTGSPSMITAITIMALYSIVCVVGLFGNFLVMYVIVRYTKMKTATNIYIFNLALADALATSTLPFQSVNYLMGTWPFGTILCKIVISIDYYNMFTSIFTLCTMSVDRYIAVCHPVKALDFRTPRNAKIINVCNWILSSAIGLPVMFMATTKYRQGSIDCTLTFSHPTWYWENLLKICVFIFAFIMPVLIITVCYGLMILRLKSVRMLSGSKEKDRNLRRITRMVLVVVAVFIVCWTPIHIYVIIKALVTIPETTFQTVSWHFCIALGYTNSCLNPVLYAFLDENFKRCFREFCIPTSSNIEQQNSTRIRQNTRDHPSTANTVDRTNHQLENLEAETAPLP
Target sequence (P41143 whole entry, looked up): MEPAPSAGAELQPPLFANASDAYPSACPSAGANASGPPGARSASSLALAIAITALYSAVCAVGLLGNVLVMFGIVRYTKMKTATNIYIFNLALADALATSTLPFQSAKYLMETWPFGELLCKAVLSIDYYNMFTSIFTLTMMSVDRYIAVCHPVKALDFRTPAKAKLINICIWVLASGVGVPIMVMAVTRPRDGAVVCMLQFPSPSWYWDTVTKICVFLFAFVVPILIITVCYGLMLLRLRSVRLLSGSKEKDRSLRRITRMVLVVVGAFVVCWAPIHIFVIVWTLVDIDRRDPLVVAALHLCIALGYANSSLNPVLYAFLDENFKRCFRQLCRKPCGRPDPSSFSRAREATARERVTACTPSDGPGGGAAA
DSG3 Ab inh: blocks pemphigus antibody binding to human desmoglein-3; P32926; AID 588358; binding (percent of control), % at 10 µM; actives 0.48% (n = 310,000); DSG3-coupled beads, scFv-anti-DSG3-GFP binding, flow cytometry; active compounds read low;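 active = binding more than 3 SD below its plate's average and above zero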;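 also: hits lower antibody fragment binding to DSG3; some compounds called inactive have numbers as strong as hits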
Tat export inh: E. coli Tat transport inhibition | actives 0.036% (n = 340,000) | E. coli MC4100 TorA-mCherry Tat export, fluorescence | AID 488895 | inhibition, % at 10 µM;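 active = mean replicate inhibition at least 50% and at least half of replicates individually reaching 50%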;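 also: exported cargo escapes ClpAP degradation while cytoplasmic cargo is degraded and loses fluorescence; 0% = median of neutral control wells and 100% = median of NaSCN control wells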
AddAB inh: less growth of phage-infected E. coli with AddAB. E. coli expressing H. pylori AddAB, absorbance growth. inhibition, % at 11.9 µM. actives 0.29% (n = 330,000). AID 435030; in the data active = inhibition above about 12%;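 also: 0% = vehicle wells of infected cells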
Arr AP2 block: blocks beta-arrestin peptide binding to AP2 adaptin; actives 0.31% (n = 340,000); inhibition, % at 10 µM; FITC-arrestin peptide / GST-AP2 beads, flow cytometry; AP2 beta2 appendage carries R879A mutation; AID 504490;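 active = inhibition above a set limit, near 3 SD of compounds lacking own fluorescence, cut at about 54% in these data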;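 also: plate controls were DMSO wells for no effect and 5 µM unlabelled arrestin peptide for full effect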
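System: GST-AP2 R879A glutathione beads | Also added: FITC-arrestin peptide, 50 nM | Times: 12 min plus 1 h, RT | Signal: Bead flow cytometry, FITC channel | Buffer or medium: PBS with 0.05% Tween 20 and 0.1% BSA | Read-out basis: Percent drop in bead-associated FITC signal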
PKA-R1A activ: activators of PKA-R1A complex | P00514+P68181 | PKA-R1A dissociation, Cy5-IP20 fluorescence polarization; scaled: DMSO 0%, 113 µM cGMP 100% | activation, % at 11.4 µM | actives 0.083% (n = 340,000) | AID 504707;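 active = percent activation above the mean of all tested compounds plus 3 SD, cut at about 19% in these data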;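 also: higher means more PKAc released from R1A so a rise in polarization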
Ecoli viability: bacterial growth inhibition, counter-screen for AddAB inhibitors. E. coli V3065 growth, OD600 absorbance, 18 h. inhibition, % at 11.9 µM. actives 0.27% (n = 330,000). AID 449728;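 active = inhibition above the campaign's mean inhibition across all tested compounds plus 3 SD, cut at about 9.9% in these data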;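 also: uninfected addAB+ strain grown without phage in ampicillin broth; 0% = DMSO wells and 100% = ciprofloxacin 0.95 µg/ml wells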
phage Ecoli inh: E. coli growth loss with phage present. growth absorbance. inhibition, % at 11.9 µM. actives 0.26% (n = 360,000). AID 651602; in the data active = inhibition above about 11%
Mot1-301 SUMO: inhibitors of SUMOylation pathway: yeast Mot1-301 growth rescue; S. cerevisiae Mot1-301 growth rescue, ATP luminescence, 38.5C; percent above DMSO median, 100 means doubled; growth rescue, % at 18.8 µM; actives 1% (n = 320,000);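 active = every valid replicate shows activation above 250% relative to neutral control wells; inactive = the rest, any valid replicate at or below 250%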;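 also: OY570 slx delta 5 strain wells were the positive control but not used for scaling; some compounds called inactive have numbers as strong as hits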
OPRM1-OPRD1 ag: agonists of human mu-delta opioid receptor heterodimerization; AID 504326; cells, OPRM1-OPRD1 heterodimerization, luminescence; actives 0.3% (n = 340,000); activation, % at 9.3 µM; in the data active = activation above about 18%;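 also: 0% = vehicle-treated cells and 100% = reference agonist; values of inactives mirror those of a sister screen read the other way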
* = called active by the depositor; nt = no result given.

SMILES	PfHsp90 set2	MOR-DOR inv ag	DSG3 Ab inh	Tat export inh	AddAB inh	Arr AP2 block	PKA-R1A activ	Ecoli viability	phage Ecoli inh	Mot1-301 SUMO	OPRM1-OPRD1 ag
COc1ccc(N2C(=O)CC(NCCNc3ccc([N+](=O)[O-])cn3)C2=O)cc1 (centres undefined)	4	8	96	-2	-1.3	9	-3	0.0	1.0	18	-1.5
O=S(=O)(c1ccccc1)N(CC(O)CN1CCCCC1)c1ccccc1 (centres undefined)	-14	4	94	0	-2.2	-2	7	0.2	0.2	-5	-0.8
O=C(O)C(c1ccccc1)N1CCCC1 (centres undefined)	-18	17	nt	-10	1.2	7	1	-1.3	0.9	-6	-3.2
Cn1c2ccccc2c(=O)c2c(=O)n(C3CCCCC3)c(-c3cccs3)nc21	13	14	103	4	-0.8	0	-3	-0.2	3.1	-5	-2.6
Clc1ccc2oc(-c3cccnc3NCc3ccccc3)nc2c1	nt	23	104	-3	-0.2	-11	-1	-2.7	0.9	3	-5.0
CC1CCN(CCNC(=O)CCS(=O)(=O)c2ccc(Br)cc2)CC1	-12	11	nt	21	2.0	-8	-5	1.6	2.3	5	-2.6
CCOC(=O)C1=C(C)OC2(O)c3ccccc3C(=O)C12O (centres undefined)	nt	nt	101	nt	0.6	-11	nt	-0.7	0.2	10	nt
COc1ccc(C2=CC(=O)C[C@H](CN3C(=O)c4ccccc4C3=O)N(C(=O)OC(C)(C)C)O2)cc1	-17	-2	103	7	nt	31	-9	nt	0.6	nt	0.5
O=C(C1CCCN(S(=O)(=O)c2cccc3nonc23)C1)N1CCN(c2cccc(Cl)c2)CC1 (centres undefined)	2	11	103	4	2.1	-2	-12	-0.3	-0.1	0	-1.9
CSc1ccc(CNC(=O)C2Cc3cc(S(=O)(=O)N4CCCCC4)ccc3N2C(C)=O)cc1 (centres undefined)	-13	5	92	-4	2.3	-12	-12	-1.0	2.7	10	-0.9
O=S(=O)(/N=C(/Nc1ccccn1)c1ccccc1)c1ccc(F)cc1	23	1	nt	1	-0.8	35	-8	-1.4	2.3	4	-0.2
CCN(CC)CCNc1nc(-c2ccc(OC)cc2)c(-c2ccc(OC)cc2)s1	7	-7	102	-5	-3.4	-6	4	-4.3	2.8	-15	1.4
O=C(NCCOc1ccc(F)cc1)C1CCC(=O)N(CCCN2CCCC2=O)C1 (centres undefined)	4	8	nt	-2	2.5	13	0	0.7	3.3	-20	-1.6
Cc1nn(-c2ccccc2C(=O)O)c(=O)c2ccccc12	-6	2	103	0	0.2	-3	-8	-0.6	1.3	19	-0.3
NC(=O)c1ccc(Oc2ccc(Cl)c3ccccc23)c([N+](=O)[O-])c1	-8	-11	nt	-5	1.4	-3	-14	-0.6	0.7	-7	2.2
CC(C)CCNC(=O)c1c[nH]c2ccc(S(=O)(=O)N3CCC4(CC3)OCCO4)cc2c1=O	6	6	120	5	5.3	18	-4	0.7	1.2	-8	-1.2
CCc1ccc(N2CC(O)=C(c3nc4ccccc4c(=O)[nH]3)C2=N)cc1	-111	11	103	-4	0.2	12	-1	-0.7	4.3	-8	-2.0
COc1ccc(CCNC(=O)c2cc(-c3ccc(C)cc3O)n[nH]2)cc1OC	-7	-10	101	-2	0.8	6	-6	1.4	2.5	30	1.7
Cc1ccc(F)cc1NC(=O)N1CCCN(c2ccc(C(F)(F)F)cn2)CC1	7	nt	89	-2	1.2	13	nt	-1.6	1.8	3	nt
O=C(NCc1ccccc1)C1(C(F)(F)F)C/C(=C\CCO)CCCO1 (centres undefined)	12	10	98	8	1.3	17	-10	-1.0	1.4	24	-1.8
CCOC(=O)Cn1c(C(=O)OCC)cc2sccc21	-6	-10	104	6	3.1	31	-5	0.3	0.1	1	1.8
CCC1Oc2ccccc2N(CC(=O)NCCCN2CCN(CC)CC2)C1=O (centres undefined)	-21	24	101	1	3.4	-28	-3	-0.3	2.6	5	-4.7
Cc1nc2ccc(S(=O)(=O)NC(C(=O)NCc3ccco3)C(C)C)cc2s1 (centres undefined)	-19	14	108	2	1.4	0	-4	1.1	2.7	357*	-2.8
O=C(Nc1ccc(Cl)cc1Cl)Nn1cnnc1	2	14	97	-4	2.1	1	12	1.1	-0.6	-3	-2.1
COC(=O)c1sc(S(=O)(=O)N2CCN(c3ccccc3)CC2)c(C(=O)OC)c1C	18	3	96	3	0.8	-8	4	0.2	2.6	-8	-0.7
Cc1cccc(C(=O)Nc2scc(-c3ccc(Br)cc3)c2C(=O)O)c1	-16	18	101	-5	1.6	10	-5	-0.8	4.4	-1	-3.5
COc1cccc2cc(-c3nnc(SCC(=O)Nc4nc(C)cs4)n3C)oc12	6	-3	98	-1	3.1	5	-9	-0.6	1.1	3	0.5
Cc1cc(C)cc(C(=O)OCC(=O)Nc2cccc(S(=O)(=O)NC3=NCCCCC3)c2)c1	9	-40	85	0	-0.1	3	-1	-0.9	4.9	33	5.9
CN(C)C(=O)C1OC(C)(C)OC1C(=O)N(C)C (centres undefined)	-9	14	88	10	0.8	-4	-3	3.2	-2.0	0	-2.6
O=C(NCc1cccc(F)c1)C1CCN(C(=O)c2sccc2-n2cccc2)CC1	1	4	93	1	0.2	9	1	-1.1	4.3	19	-0.6

Reprinted from the part before: 2 entries, followed by the next part.
SMILES	PfHsp90 set2	MOR-DOR inv ag	DSG3 Ab inh	Tat export inh	AddAB inh	Arr AP2 block	PKA-R1A activ	Ecoli viability	phage Ecoli inh	Mot1-301 SUMO	OPRM1-OPRD1 ag
CN(C)C(=O)C1OC(C)(C)OC1C(=O)N(C)C (centres undefined)	-9	14	88	10	0.8	-4	-3	3.2	-2.0	0	-2.6
O=C(NCc1cccc(F)c1)C1CCN(C(=O)c2sccc2-n2cccc2)CC1	1	4	93	1	0.2	9	1	-1.1	4.3	19	-0.6
CCc1cc(=O)oc2c(C)c(OCC(=O)NCCCN3CCCC3=O)ccc12	-3	4	92	-5	0.6	13	-3	1.6	0.8	-7	-0.7
Cc1cc(NC(=O)COC(=O)c2ccc(S(=O)(=O)N3CCCc4ccccc43)cc2)no1	7	13	108	5	2.9	27	-17	-1.4	2.8	-2	-3.2
Cc1nn(CC(=O)N(C)C2CCS(=O)(=O)C2)c(C)c1S(=O)(=O)N(C)C (centres undefined)	-2	-4	nt	5	1.2	-3	5	-0.5	0.8	11	1.0
O=C(NCCCn1ccnc1)C(=O)NCC(c1ccco1)N1CCN(c2ccccc2)CC1 (centres undefined)	-3	12	99	0	-0.3	34	-5	1.8	1.1	10	-2.2
CCn1c(SCC(=O)Nc2cccc(OC)c2)nc2ccccc2c1=O	1	5	94	-1	nt	16	-4	nt	0.5	-12	-1.0
COc1ccc(Nc2cc(Cl)ccc2C(=O)O)cn1	-41	16	108	-15	-0.8	-8	9	-1.8	2.8	75	-3.3
Cc1nc2ccccn2c1/C(O)=C1\C(=O)C(=O)N(CCN2CCOCC2)C1c1ccncc1 (centres undefined)	-5	18	103	-5	1.7	-9	1	0.4	-0.7	5	-3.1
CC(=O)c1c(N2CCOCC2)nc2ccc(Cl)cc2c1-c1ccccc1	-20	-5	103	14	0.9	-16	-16	0.3	-0.1	14	0.9
CCOc1ccc(C(CCc2ccccc2)NC(=O)c2ccccc2F)cc1OCC (centres undefined)	nt	10	104	0	-0.3	-9	-9	-0.6	1.6	25	-1.9
COc1ccc(CC(=O)NC(c2ccccc2)c2ccccc2)cc1S(=O)(=O)N1CCOCC1	-9	12	98	-6	-1.9	23	7	-1.1	2.0	nt	-2.2
O=C(CN1CCCN(S(=O)(=O)c2ccc(F)cc2)CC1)Nc1c(Cl)cccc1Cl	4	16	113	-8	2.5	29	6	-0.8	0.8	9	-3.1
Clc1ccccc1Cn1nnc(-c2ccccc2)n1	-4	22	102	0	-2.5	10	-12	-0.6	4.1	15	-4.3
COc1ccc(C(C(=O)NC2CCCCC2)N(CC2CCCO2)C(=O)C2COc3ccccc3O2)cc1OC (centres undefined)	12	7	nt	-3	2.6	22	-5	-0.9	2.4	17	-1.1
O=C(CN1CCN(S(=O)(=O)c2ccc(Br)cc2)CC1)N/N=C/c1ccc(Cl)c([N+](=O)[O-])c1	-21	-19	nt	1	3.2	10	0	0.6	2.9	-6	3.7
Cc1ccc(S(=O)(=O)NNC(=O)Nc2cccc3ccccc23)cc1	1	13	124	-1	0.8	-7	-5	-0.1	3.7	-5	-2.4
COc1ccc(-n2c(=O)n(Cc3ccccc3)c(=O)c3[nH]cnc32)cc1	19	23	119	1	4.5	1	0	0.8	4.4	21	-4.5
COc1ccc(COCC(O)CN2CCC(CN3C(=O)c4cccc5cccc(c45)C3=O)CC2)cc1OC (centres undefined)	1	1	102	0	2.0	1	-5	-2.9	-0.6	27	-0.2
COC(=O)c1ccc(Cn2c(O)c(N=O)c3ccccc32)o1	2	12	98	-4	2.5	20	-8	-3.5	-1.0	5	-2.1
O=C(NCCc1ccccc1)c1ccccc1SCC(=O)N1CCCC1	-10	14	113	-3	-1.9	-20	-13	1.3	-0.6	-13	-3.3
O=C(CSc1ccccc1F)NNC(=O)c1cncc(Br)c1	-29	-1	nt	-5	0.7	-6	-3	0.4	5.5	14	0.2
CC(=O)Nc1sc(-c2ccc(Cl)cc2)nc1-c1ccccc1	-21	6	99	-13	1.5	26	-4	-0.7	2.0	-3	-1.1
COc1ccc(C2(C)NC(=O)N(CC(=O)c3cc(C)n(C4CC4)c3C)C2=O)cc1OC (centres undefined)	nt	5	116	3	1.0	-18	1	0.0	2.7	-14	-1.2
O=C(NC1CCCCC1)C(c1ccccc1F)N(C(=O)c1csnn1)C1CCCC1 (centres undefined)	7	-8	103	5	-0.5	6	5	0.9	0.3	99	1.0
CC1CCN(CCCNC(=O)CN2C(=O)CSc3ccc(S(=O)(=O)N4CCCCC4)cc32)CC1	-32	0	86	2	2.0	-2	-3	-4.1	1.3	-8	0.0
CCOC(=O)c1ccccc1NC(=O)COC(=O)Cc1ccccc1F	nt	-23	107	-2	nt	-11	0	nt	4.6	nt	3.6
CCCC(=O)NC(=S)Nc1ccccc1F	15	16	116	4	3.7	11	0	0.8	1.9	170	-3.9
CCN(CC)C(=O)CC(c1ccc2c(c1)OCO2)c1c(OC)cc(OC)c2c(-c3ccccc3)cc(=O)oc12 (centres undefined)	-6	18	114	29	0.7	-2	-5	-0.7	1.4	-22	-3.2
CCOC(=O)c1cc(NC(=O)Nc2nccs2)c(C)nc1C	17	-20	105	2	1.7	-5	-2	-1.1	1.0	-21	2.7
O=C(Nc1ccc(F)cc1F)c1cc(Cl)sc1Cl	0	3	87	4	-1.1	2	-2	-1.4	5.6	-10	-0.8
